Screening results: PubChem, Broad Institute
INS-1E GSIS act: GLuc luminescence reporter in INS-1E cells, primary screen for activators of glucose-dependent secretion of insulin; INS-1E GLuc reporter insulin secretion, 2-3 h; activation, % at 16.6 µM; 0.61% of 370,000 active; AID 743287, 2014;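 active = lowest replicate activation of at least 40%, so every replicate reaches that level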;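 note: 0% = median of neutral control wells and 100% = median of IBMX positive control wells; some compounds called inactive have numbers as strong as hits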
Xi reactivation: activators of inactive X chromosome reactivation, primary screen, imaging, XiGFP fibroblasts, GFP high-content imaging, set 2. XiGFP mouse fibroblasts, % GFP-positive cells imaging, 3 d; cells co-treated with 5-aza-dC sensitizer; scaled so ellipticine positive control = 100%. AID 743238, 2013. 0.055% of 360,000 active. activation, % at 7.58 µM;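 active = mean normalized replicate activation at least 10% and every replicate at or above 10%; inconclusive = only one of the two criteria met; inactive = mean below 10% and not all replicates reach 10%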;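 note: 0% = median of on-plate neutral control wells and 100% = ellipticine 6 µM median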
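Material: SV40-immortalized XiGFP fibroblast cells, line 68-5-11 | Buffer or medium: DMEM containing 5-aza-dC | Dosing: One concentration, pinned | Times: 3 d treatment, 15 min room-temperature fixation | Controls: Ellipticine 6 µM positive control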
DENV2 CPE: inhibitors of DENV2 cytopathic effect, primary screen, cell-based, plate reader, single concentration; DENV2-infected cells, cytopathic effect rescue; CPE inhibition, % at 9.99 µM; 1.7% of 350,000 active; in the data active = CPE inhibition above about 20%, passing the limit was not always enough; inconclusive = no clear call, values can overlap the other calls; tested in BHK-21 cells;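 note: 0% = median of neutral control wells and 100% = median of positive control wells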
ARNT-TACC3 inh: disruptors of ARNT/TACC3 protein interaction, primary screen, biochemical, AlphaScreen, single concentration; Transforming acidic coiled-coil-containing protein 3 (Homo sapiens), Q9Y6A5; AlphaScreen His-ARNT PAS-B/GST-TACC3 binding, luminescence; TACC3 fragment carries E629A point mutation; inhibition, % at 9.99 µM; 0.66% of 390,000 active; AID 623870, 2012;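 active = mean inhibition of replicates at least 50% and at least half of replicates each reaching 50%; inconclusive = half or more replicates reach 50% but mean below 50%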;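 note: 0% = complete ARNT plus TACC3 wells and 100% = ARNT alone without TACC3; many hits fall short of the cut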
ERp5 inh: inhibitors of ERp5-driven insulin aggregation, primary screen, biochemical, turbidity, absorbance 650 nm, single point; 0.05% of 350,000 active; inhibition, % at 9.99 µM; 90 min; AID 651711, 2012;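 active = mean replicate inhibition above about 25%, with every replicate also reaching it, limit read from the data, passing the limit was not always enough; inconclusive = only one of those two criteria met; inactive = neither criterion met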
Target sequence (Q15084 whole entry, looked up): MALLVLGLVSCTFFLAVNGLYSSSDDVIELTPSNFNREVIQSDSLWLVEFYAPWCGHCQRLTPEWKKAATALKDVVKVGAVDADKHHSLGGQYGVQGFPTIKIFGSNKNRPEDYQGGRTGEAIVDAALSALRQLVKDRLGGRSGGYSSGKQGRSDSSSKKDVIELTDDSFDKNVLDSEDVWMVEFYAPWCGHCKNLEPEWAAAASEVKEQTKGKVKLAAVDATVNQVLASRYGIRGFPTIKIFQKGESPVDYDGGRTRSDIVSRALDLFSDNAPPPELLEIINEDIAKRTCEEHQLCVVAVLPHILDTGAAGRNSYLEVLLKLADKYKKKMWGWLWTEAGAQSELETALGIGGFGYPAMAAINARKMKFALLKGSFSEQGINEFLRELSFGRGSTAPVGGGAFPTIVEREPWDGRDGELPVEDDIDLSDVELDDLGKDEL
CFTR F508del cor: F508del CFTR correction, initial screen, CFBE line, single point; AID 720511, 2013; CFBE cells, YFP halide quenching; stimulated with forskolin plus potentiator P3; % fluorescence drop versus neutral controls; 0.36% of 350,000 active; activity (quench increase), % at 7.58 µM;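 active = mean added fluorescence quench of at least 8% versus neutral control, with both replicates also reaching 8%; inconclusive = only one of the mean or replicate conditions met; inactive = mean below 8% and not both replicates reaching 8%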;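 note: cells transiently co-express mutant CFTR-F508del with the halide-sensitive YFP; corrector assay measuring rescue of mutant channel to the surface after 24 h compound exposure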
EWS-Fli block: EWS/Fli-driven NR0B1 reporter inhibitors, primary screen, A673 cells, NR0B1 luciferase, luminescence, MLPCN library | viability-normalised | inhibition, % at 12.6 µM | 0.67% of 350,000 active;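 active = mean inhibition of at least 50% after viability correction, with every replicate also passing that limit; inconclusive = mean reaches 50% but only one of two replicates passes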;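 note: firefly luciferase signal divided by Alamar Blue viability fluorescence both relative to DMSO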
PAX8 inh HTS: inhibitors of PAX8-driven TPO luciferase reporter, primary screen, RMG-I cells, single concentration; AID 652154, 2013; SteadyGlo, 24 h; 1.2% of 360,000 active; inhibition, % at 12.6 µM;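 active = mean replicate inhibition at least 60% with every replicate also reaching 60%; inconclusive = only one of the two criteria is met; inactive = mean below 60% and not all replicates reaching 60%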;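 note: luciferase light reporting Pax8 driven TPO promoter activity; plate controls were median of neutral control wells for no effect and mitoxantrone controls for full effect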
* = called active by the depositor.

Screening O=C1NC[C@@H](CCCCN2C[C@H](Cc3ccc(O)cc3)N(Cc3ccccc3)C(=O)C2=O)N(CCC2CCCCC2)C1=O returned INS-1E GSIS act -40, Xi reactivation 0.7, DENV2 CPE -6, ERp5 inh -4, CFTR F508del cor 2.7, EWS-Fli block 5 and PAX8 inh HTS 8.
`COc1cccc(/C=N/NC(=O)CNC(=O)C(c2ccccc2)c2ccccc2)c1O` gave INS-1E GSIS act -16, Xi reactivation 0.5, DENV2 CPE -1, ARNT-TACC3 inh 8, ERp5 inh 4, CFTR F508del cor 2.9, EWS-Fli block 9 and PAX8 inh HTS 23.
`Cc1ccc(-c2nc(CS(=O)CC(=O)NCCN3CCCC3)c(C)o2)cc1` (stereo not drawn) gave INS-1E GSIS act -7, Xi reactivation 0.2, DENV2 CPE -19, ARNT-TACC3 inh 16, ERp5 inh 6, CFTR F508del cor 1.1, EWS-Fli block -15 and PAX8 inh HTS -3.
Cc1ccc(NC(=O)CSCC(=O)Nc2cccc(S(=O)(=O)N3CCCCCC3)c2)cc1 was read as Xi reactivation 0.0, DENV2 CPE -6, ERp5 inh 4, CFTR F508del cor 1.4, EWS-Fli block 11 and PAX8 inh HTS 8.
Cn1c(=O)c(=O)n(C)c2cc(S(=O)(=O)N3CCCC3C(=O)NCc3ccco3)ccc21 (stereo not drawn) was read as Xi reactivation -0.1, DENV2 CPE -3, ARNT-TACC3 inh 4, ERp5 inh 4, CFTR F508del cor -0.9, EWS-Fli block -3 and PAX8 inh HTS -12.
Screening O=C(COC(=O)c1ccc(O)cc1)Nc1ccc(S(=O)(=O)N2CCCC2)cc1 returned INS-1E GSIS act -8, Xi reactivation 0.1, DENV2 CPE -1, ARNT-TACC3 inh 24, ERp5 inh -1, CFTR F508del cor -1.7, EWS-Fli block 10 and PAX8 inh HTS 10.
`CCC(C)[C@H](NC(=O)OC(C)(C)C)C(=O)N/N=C/c1cccc2nccnc12` (stereo partly drawn) gave INS-1E GSIS act 11, DENV2 CPE 4, ARNT-TACC3 inh 12, ERp5 inh 2, CFTR F508del cor -3.5 and EWS-Fli block 2.
For C[C@@H]1CN([C@@H](C)CO)C(=O)c2cc(C3=CCCCC3)cnc2O[C@@H]1CN(C)C(=O)Cc1ccccc1 the results were INS-1E GSIS act -2, Xi reactivation 0.2, DENV2 CPE 46*, ARNT-TACC3 inh -4, ERp5 inh 2, CFTR F508del cor 0.7, EWS-Fli block 3 and PAX8 inh HTS 9.
`Cc1cccc2sc(NC(=O)CCn3cccc3)nc12` gave INS-1E GSIS act -36, Xi reactivation -0.1, DENV2 CPE 0, ARNT-TACC3 inh 1, ERp5 inh 2, CFTR F508del cor -0.9, EWS-Fli block -14 and PAX8 inh HTS 5.
`COc1ccc2cc(CCNC(=O)C3CCCC3)c(=O)[nH]c2c1` gave INS-1E GSIS act -1, Xi reactivation 0.3, DENV2 CPE 5, ARNT-TACC3 inh -7, ERp5 inh 3, CFTR F508del cor -1.4, EWS-Fli block -23 and PAX8 inh HTS 1.
For Cc1c(CCC(=O)NCCCn2ccnc2)c(=O)oc2cc3occ(C(C)(C)C)c3cc12 the results were INS-1E GSIS act 21, Xi reactivation 0.0, DENV2 CPE 0, ARNT-TACC3 inh 7, CFTR F508del cor -1.3, EWS-Fli block -4 and PAX8 inh HTS 39.
Screening Cc1ccc(NC(=O)COC(=O)CSC(=S)N2CCOCC2)cc1C returned INS-1E GSIS act 6, Xi reactivation 0.1, DENV2 CPE -4, ARNT-TACC3 inh -1, ERp5 inh -1, CFTR F508del cor -1.0, EWS-Fli block -1 and PAX8 inh HTS 14.
`CCOC(=O)c1ccc(NC2c3ccccc3C(=O)N2c2cccnc2)cc1` (stereo not drawn) gave INS-1E GSIS act -3, Xi reactivation 0.0, DENV2 CPE inconclusive, ARNT-TACC3 inh -1, ERp5 inh 1, CFTR F508del cor -5.6, EWS-Fli block 3 and PAX8 inh HTS 16.
For CO[C@@H]1CN(C)C(=O)c2ccc(NC(=O)c3ccccc3F)cc2OC[C@@H](C)N(C)C[C@@H]1C the results were INS-1E GSIS act 4, Xi reactivation -0.1, ARNT-TACC3 inh -15, CFTR F508del cor 0.4, EWS-Fli block 1 and PAX8 inh HTS -15.
`C[C@H]1CCCCO[C@@H](CN(C)S(=O)(=O)c2cn(C)cn2)[C@@H](C)CN([C@@H](C)CO)C(=O)c2cc(NS(=O)(=O)c3ccccc3)ccc2O1` gave INS-1E GSIS act 0, Xi reactivation -0.1, DENV2 CPE 3, ARNT-TACC3 inh -8, ERp5 inh 3, CFTR F508del cor 1.6, EWS-Fli block -8 and PAX8 inh HTS 7.
C[C@@H]1CN([C@@H](C)CO)C(=O)c2cc(NC(=O)C3CCCCC3)ccc2O[C@@H](C)CCCCO[C@@H]1CN(C)S(=O)(=O)c1ccc(Cl)cc1 was read as INS-1E GSIS act -34, Xi reactivation 0.4, DENV2 CPE 10, ARNT-TACC3 inh 9, ERp5 inh 0, CFTR F508del cor -0.4, EWS-Fli block -9 and PAX8 inh HTS 8.
Screening O=C(Nc1ccc(S(=O)(=O)Nc2nccs2)cc1)C1CC(=O)N(c2ccc(Cl)cc2)C1 (stereo not drawn) returned INS-1E GSIS act 6, Xi reactivation 0.5, DENV2 CPE 1, ARNT-TACC3 inh 0, ERp5 inh 0, CFTR F508del cor -1.0, EWS-Fli block -2 and PAX8 inh HTS -4.
For O=C(O)C(Cc1c[nH]c2ccccc12)N1C(=O)C2C3c4ccccc4C(c4ccccc43)C2C1=O (stereo not drawn) the results were INS-1E GSIS act 8, Xi reactivation 0.1, ARNT-TACC3 inh -8, ERp5 inh -1, CFTR F508del cor -1.4, EWS-Fli block 20 and PAX8 inh HTS 12.
Screening O=C(c1ccccc1[N+](=O)[O-])N1CCC(Cc2ccccc2)CC1 returned INS-1E GSIS act -18, DENV2 CPE -5, ARNT-TACC3 inh -10, ERp5 inh -6, CFTR F508del cor -1.6 and EWS-Fli block 15.
For CCn1c(SCC(=O)N/N=C(\C)c2ccncc2)nnc1-c1ccc(C)cc1 the results were Xi reactivation 0.1, DENV2 CPE -7, ERp5 inh -1, CFTR F508del cor -0.9, EWS-Fli block -4 and PAX8 inh HTS -15.
Screening CC(=O)c1ccc(OCc2cc(C(=O)NC3CCCCC3)no2)cc1 returned INS-1E GSIS act -2, Xi reactivation 0.0, DENV2 CPE inconclusive, ARNT-TACC3 inh -1, ERp5 inh 6, CFTR F508del cor -5.8 and PAX8 inh HTS -207.
For NC(=O)c1cccnc1OCC(F)(F)F the results were INS-1E GSIS act 8, Xi reactivation 0.0, DENV2 CPE -6, ARNT-TACC3 inh -19, ERp5 inh -2, CFTR F508del cor 0.9, EWS-Fli block 12 and PAX8 inh HTS -4.
For O=C(Cc1cccs1)N1CCN=C1SCc1ccccc1Cl the results were INS-1E GSIS act -10, Xi reactivation 0.1, DENV2 CPE 1, ARNT-TACC3 inh -3, ERp5 inh -2, CFTR F508del cor 4.2, EWS-Fli block -3 and PAX8 inh HTS 5.
COc1cccc(NC(=O)c2cc(S(=O)(=O)N3CCc4ccccc43)cn2C)c1 was read as Xi reactivation 0.0, DENV2 CPE 5, ARNT-TACC3 inh -5, ERp5 inh -10, CFTR F508del cor -2.9, EWS-Fli block 10 and PAX8 inh HTS 27.

Three entries from above, ordered by length of the SMILES, smallest number first.
For NC(=O)c1cccnc1OCC(F)(F)F the results were INS-1E GSIS act 8, Xi reactivation 0.0, DENV2 CPE -6, ARNT-TACC3 inh -19, ERp5 inh -2, CFTR F508del cor 0.9, EWS-Fli block 12 and PAX8 inh HTS -4.
`CCOC(=O)c1ccc(NC2c3ccccc3C(=O)N2c2cccnc2)cc1` (stereo not drawn) gave INS-1E GSIS act -3, Xi reactivation 0.0, DENV2 CPE inconclusive, ARNT-TACC3 inh -1, ERp5 inh 1, CFTR F508del cor -5.6, EWS-Fli block 3 and PAX8 inh HTS 16.
`C[C@H]1CCCCO[C@@H](CN(C)S(=O)(=O)c2cn(C)cn2)[C@@H](C)CN([C@@H](C)CO)C(=O)c2cc(NS(=O)(=O)c3ccccc3)ccc2O1` gave INS-1E GSIS act 0, Xi reactivation -0.1, DENV2 CPE 3, ARNT-TACC3 inh -8, ERp5 inh 3, CFTR F508del cor 1.6, EWS-Fli block -8 and PAX8 inh HTS 7.

Following part.
CC(C)CC(C(=O)OCC(=O)c1c(N)n(C)c(=O)n(C)c1=O)N1C(=O)c2ccccc2C1=O (stereo not drawn) was read as INS-1E GSIS act -10, Xi reactivation 0.1, ARNT-TACC3 inh 12 and PAX8 inh HTS 4.
For CC12CCC(=O)N1C(C(=O)Nc1ccc(Cl)c(Cl)c1)CS2 (stereo not drawn) the results were INS-1E GSIS act -8, Xi reactivation -0.1, DENV2 CPE -1, ARNT-TACC3 inh 2, ERp5 inh 3, CFTR F508del cor 0.5, EWS-Fli block -1 and PAX8 inh HTS -6.
`O=C(Cn1c(C(=O)N2CCc3ccccc3C2)cc2sccc21)c1ccccc1` gave INS-1E GSIS act -4, DENV2 CPE 0, ARNT-TACC3 inh -18, ERp5 inh 7, CFTR F508del cor 3.1 and EWS-Fli block 2.
`CN1CCN(C(=O)C[C@H]2CC[C@@H]3[C@H](COC[C@H](O)CN3C(=O)Cc3ccccc3)O2)CC1` gave INS-1E GSIS act -5, Xi reactivation 0.0, DENV2 CPE 20, ARNT-TACC3 inh 38, ERp5 inh -5, CFTR F508del cor -1.1, EWS-Fli block 4 and PAX8 inh HTS 3.
Screening COc1cccc(CNC(=O)C[C@@H]2CC[C@@H](NC(=O)C3CCOCC3)[C@@H](CO)O2)c1 returned INS-1E GSIS act 11, Xi reactivation -0.3, DENV2 CPE 1, ARNT-TACC3 inh -7, ERp5 inh -3, CFTR F508del cor -0.5, EWS-Fli block 1 and PAX8 inh HTS -14.
Screening O=C(Nc1nc(-c2cccc(Br)c2)cs1)Oc1ccccc1 returned INS-1E GSIS act 8, DENV2 CPE -4, ARNT-TACC3 inh -3, ERp5 inh 4, CFTR F508del cor 2.1 and EWS-Fli block -39.
For COc1ccccc1OC(=O)Nc1ccc(Cl)cc1 the results were INS-1E GSIS act 6, Xi reactivation 0.2, DENV2 CPE 0, ARNT-TACC3 inh -7, ERp5 inh 3, CFTR F508del cor -0.5, EWS-Fli block -44 and PAX8 inh HTS -65.
`CC1CCC(NC(=O)CN(C)S(=O)(=O)c2ccc3c(c2)CCC(=O)N3)CC1` (stereo not drawn) gave INS-1E GSIS act 16, Xi reactivation 0.0, DENV2 CPE 9, ARNT-TACC3 inh 24, ERp5 inh 0, CFTR F508del cor -0.9 and PAX8 inh HTS 0.
For N#CC(=C(c1ccccc1)c1ccccc1)c1ccccc1 the results were INS-1E GSIS act 0, Xi reactivation 0.1, DENV2 CPE -5, ARNT-TACC3 inh 1, ERp5 inh -3, CFTR F508del cor 1.2, EWS-Fli block 14 and PAX8 inh HTS 3.

Rows are unselected; overall some 4.2% were active at least once.
